Assay outcomes deposited in PubChem by Sanford-Burnham Center for Chemical Genomics.
MIN6 prolif: inducers of beta-cell replication in MIN6 cells | hit rate 0.29% among 330,000 | proliferation, % at 10 µM | AID 2380 | MIN6 cells proliferation, ATPlite luminescence, 48 h; cells starved in 0.2% serum; 100% = growth in 10% serum;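 active = compounds whose signal lies at least 3.5 SD above the mean of all wells on their plate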;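 also: 0% = DMSO-treated cells in low-serum medium and 100% = 10% serum control; some compounds called inactive have numbers as strong as hits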
APJ antag: antagonists of human APJ apelin receptor; P35414; CHO-K1 APJ beta-arrestin complementation, luminescence; inhibition, % at 20 µM; hit rate 0.32% among 330,000; AID 2521;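 active = inhibition above about 40% at 20 µM, limit read from the data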;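 also: cells challenged with 10 nM apelin-13 agonist together with compound; plate controls were apelin-13 plus DMSO wells for no effect and DMSO wells lacking apelin-13 for full effect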
Target sequence (P35414 whole entry, looked up): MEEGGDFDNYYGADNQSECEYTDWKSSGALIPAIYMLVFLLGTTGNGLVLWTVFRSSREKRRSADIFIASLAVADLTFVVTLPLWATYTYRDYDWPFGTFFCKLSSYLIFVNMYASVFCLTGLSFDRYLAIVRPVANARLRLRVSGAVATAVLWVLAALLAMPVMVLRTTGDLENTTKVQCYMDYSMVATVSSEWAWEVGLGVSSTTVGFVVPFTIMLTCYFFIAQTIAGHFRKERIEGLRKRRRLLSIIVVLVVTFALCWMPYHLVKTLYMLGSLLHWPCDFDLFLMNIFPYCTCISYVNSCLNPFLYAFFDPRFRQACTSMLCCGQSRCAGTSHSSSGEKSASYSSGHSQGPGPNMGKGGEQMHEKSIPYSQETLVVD
tim10-1 inh: inhibits growth of tim10-1 mutant yeast. S. cerevisiae tim10-1 ts strain growth, BacTiter-Glo, 24 h. inhibition, % at 20 µM. hit rate 2.2% among 330,000. AID 463190;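 active = inhibition of at least 40%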;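 also: mutant grown at 25 °C; 0% = DMSO wells with yeast and 100% = wells holding no yeast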
APJ ag: agonists of human APJ apelin receptor; AID 2520; CHO-K1 APJ PathHunter beta-arrestin, luminescence; 0% DMSO wells, 100% apelin; activation, % at 20 µM; hit rate 0.11% among 330,000;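 active = activation more than six SD over the plate average, tested at 20 µM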;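 also: 0% = DMSO alone and 100% = apelin-13 at 10 nM; some results filed as inactive read as strong as hits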
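Material: engineered CHO-K1 APJ arrestin reporter cells; amount: 1000 CHO-K1 reporter cells seeded per well; incubation: compound stimulation 90 min at 25 °C, detection 60 min; signal: luminescent beta-gal fragment complementation, chemiluminescent substrate; read-out basis: APJ agonist activity; controls: DMSO-only wells as negative, 10 nM Apelin-13 as positive control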
NALP3 yeast inh: NALP3 inhibition in yeast | Yeast reconstituted NLRP3/ASC/caspase-1, beta-gal luminescence, 24 h | inhibition, % at 10 µM | hit rate 0.39% among 330,000;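 active = inhibition of 50% or more; inactive = inhibition below 50%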;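 also: plate controls were induced DMSO wells for no effect and uninduced yeast grown without galactose for full effect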
MPTP inh: blocks calcium-induced mitochondrial swelling. inhibition, % at 10 µM. hit rate 1.4% among 360,000. isolated mouse mitochondria, Ca2+ swelling absorbance, 30 min;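 active = inhibition of 50% or more, scaled per plate between neutral and stimulator controls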;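 also: 0% = DMSO wells given calcium and 100% = 1 mM EGTA wells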
TIM10 inh: TIM10 yeast growth inhibition; S. cerevisiae TIM10 strain growth, BacTiter-Glo luminescence, 24 h; inhibition, % at 10 µM; hit rate 1.4% among 330,000; AID 463195;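 active = inhibition of 40% or more at the single tested concentration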;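 also: wild-type TIM10 isogenic control strain grown at permissive 25 °C; 0% = DMSO yeast wells and 100% = minimal medium wells without yeast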
tim23-1 inh: growth inhibitors of tim23-1 mutant yeast. inhibition, % at 20 µM. S. cerevisiae tim23-1 growth, BacTiter-Glo luminescence, 24 h. AID 463212. hit rate 1.3% among 330,000;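 active = growth inhibition of the mutant yeast at or above 50%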;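 also: temperature-sensitive mutant grown at 25 °C; plate controls were DMSO-treated mutant yeast for no effect and medium wells lacking yeast for full effect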
GRIN3A LBD mod: modulators (binders) of human NR3A ligand-binding domain | NR3A LBD differential scanning fluorimetry, Tm shift; 0% = protein alone, 100% = glycine-bound protein | Tm shift relative to glycine control, % at 25 µM | hit rate 2.5% among 340,000;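 active = melting temperature shift of at least 10% of the positive control shift, at one fixed dose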
Active calls of the source: *.

#	SMILES	MIN6 prolif	APJ antag	tim10-1 inh	APJ ag	NALP3 yeast inh
1	O=C(N=Nc1c(O)[nH]c(=O)[nH]c1=O)C1COc2cc3ccccc3cc2O1 (configuration not stated)	-1.9	9.6	2.7	-2.7	6.3
2	COC(=O)C1=C(c2ccc(OC(F)(F)F)cc2)C[C@@H]2CC[C@H]1N2C(=O)NCCOc1ccccc1Cl	-6.8	2.0	19.7	-0.9	2.8
3	Cc1ccc(N=C(N(C)C)P(=O)(N(C)C)N(C)C)cc1	-1.5	9.9	-0.4	-1.7	10.7
4	O=C1NC(=O)C(CCc2ccncc2)(Cc2ccc3c(c2)OCO3)C(=O)N1CCc1ccccc1 (configuration not stated)	-2.6	-7.2	35.6	-0.4	2.5
5	O=C(O)c1ccccc1-c1ccc(C=C2C(=O)N(c3ccccc3)C(=S)N(c3ccccc3)C2=O)o1	-2.5	-1.2	43.0*	-2.5	13.6
6	Fc1ccc(CN2CCN(c3ccc(Cl)cc3)CC2)cc1	-1.6	-12.7	22.9	-5.9	28.7
7	CC(Cc1ccccc1)NC(=O)/C=C/C(=O)O (configuration not stated)	7.3*	-6.3	-1.0	-1.9	18.4
8	CCCC[N+]12CCC(CC1)C(C(O)(c1ccccc1)c1ccccc1)C2 (configuration not stated)	1.1	8.2	5.6	-4.0	10.8
9	C=CCn1c(O)c(C(C)=Nc2ccc(C(=O)O)cc2)c(=O)[nH]c1=O	1.4	-14.7	-6.7	-1.9	-3.5
10	O=C1CN(O)C(c2ccccc2)=c2cc(Cl)ccc2=N1	0.5	-23.0	-6.4	0.5	26.0
11	Fc1ccccc1CNCCc1c[nH]c2ccccc12	1.4	10.5	20.1	-2.1	8.5
12	COC(=O)C1=C(c2ccc(F)cc2OCc2ccccc2)C[C@@H]2CC[C@H]1N2C(=O)NCCc1ccc(F)cc1	-7.2	8.2	16.2	-2.5	3.4

#	MPTP inh	TIM10 inh	tim23-1 inh	GRIN3A LBD mod
1	-0.1	2.0	7.6	-3.3
2	-1.2	1.0	36.9	-13.9
3	-0.2	-0.7	34.7	0.3
4	1.8	17.1	37.8	-0.4
5	-2.4	17.7	35.1	-0.3
6	1.4	27.3	23.5	-0.3
7	2.9	-5.4	5.1	-3.3
8	-1.2	4.8	-8.1	-0.2
9	-0.9	-4.6	-9.5	-1.6
10	-0.3	-5.4	-6.2	2.1
11	0.2	12.0	4.3	-2.8
12	-0.8	20.2	28.4	-2.2

Next compounds
#	SMILES	MIN6 prolif	APJ antag	tim10-1 inh	APJ ag	NALP3 yeast inh
13	CCOc1ccc(N2C(=O)/C(=C/c3ccco3)C(=O)NC2=S)cc1	-3.0	10.0	-5.2	-0.2	14.6
14	CC(C)C/C(=N/O)c1cn(C)c2ccccc12	-1.8	-0.9	-19.8	-2.2	42.9
15	CC[C@]12C=CCN3CCC4(c5cc(Br)c(OC)cc5N(C)C4[C@@](O)(C(=O)OC)[C@@H]1OC(C)=O)C32 (some centres not stated)	-3.6	13.2	0.0	-3.7	5.8
16	CCS(=O)(=O)Nc1cccc(C(=C2CCCCC2)c2cnc[nH]2)c1	0.8	13.1	16.6	-4.7	24.8
17	N[C@@H]1C[C@H]1c1ccccc1	-3.6	24.2	8.7	-6.3	13.3
18	O=C(COC(=O)c1ccccc1)Nc1ccc(Cl)cc1C(=O)c1ccccc1	0.0	19.9	-16.9	-0.7	23.2
19	CCOC(=O)C1CN(C)CCC1=O (configuration not stated)	1.9	9.3	-0.3	-0.5	4.1
20	Cc1cc(OC(C)C(=O)N[C@H](C(=O)O)c2ccccc2)c2c3c(c(=O)oc2c1)CCC3 (some centres not stated)	0.1	-6.5	2.5	-0.9	-2.5
21	O=C(Cn1cnc2sc3c(c2c1=O)CCCC3)NCCCC(=O)N1CCC2(CC1)OCCO2	0.0	-8.9	6.7	-0.1	3.2
22	O=C1c2ccccc2C2(c3ccc(Cl)cc3)NCCN12 (configuration not stated)	3.4	0.7	14.7	-5.1	4.3
23	Cc1ccsc1C(=O)C1CCCN(Cc2cccc(-n3cccn3)c2)C1 (configuration not stated)	2.0	-9.1	-6.6	-1.6	11.0
24	O=C1NC(=O)N(c2ccccc2F)C(=O)/C1=C/c1ccc(Oc2ccc([N+](=O)[O-])cn2)cc1	-2.2	-4.8	4.9	-0.7	11.7

#	MPTP inh	TIM10 inh	tim23-1 inh	GRIN3A LBD mod
13	7.5	-2.6	14.2	0.5
14	-0.3	-5.7	8.1	-1.4
15	0.2	-2.4	3.2	-0.9
16	-1.6	5.2	-0.2	-0.8
17	-2.2	-5.4	1.8	-0.8
18	0.5	9.2	16.6	12.2*
19	-1.6	6.4	4.6	-1.7
20	-2.5	-3.3	-4.8	-3.2
21	-0.4	3.9	13.3	-0.9
22	-2.3	-2.6	9.0	1.5
23	1.5	-21.0	15.8	-0.7
24	8.5	-3.1	9.3	-3.6

Reformatted: entries from further up.
| cpd | Molecule | MIN6 prolif | APJ antag | tim10-1 inh | APJ ag | NALP3 yeast inh | MPTP inh | TIM10 inh | tim23-1 inh | GRIN3A LBD mod |
| --- | --- | --- | --- | --- | --- | --- | --- | --- | --- | --- |
| 13 | CCOc1ccc(N2C(=O)/C(=C/c3ccco3)C(=O)NC2=S)cc1 | -3.0 | 10.0 | -5.2 | -0.2 | 14.6 | 7.5 | -2.6 | 14.2 | 0.5 |
| 23 | Cc1ccsc1C(=O)C1CCCN(Cc2cccc(-n3cccn3)c2)C1 (configuration not stated) | 2.0 | -9.1 | -6.6 | -1.6 | 11.0 | 1.5 | -21.0 | 15.8 | -0.7 |
| 19 | CCOC(=O)C1CN(C)CCC1=O (configuration not stated) | 1.9 | 9.3 | -0.3 | -0.5 | 4.1 | -1.6 | 6.4 | 4.6 | -1.7 |
| 17 | N[C@@H]1C[C@H]1c1ccccc1 | -3.6 | 24.2 | 8.7 | -6.3 | 13.3 | -2.2 | -5.4 | 1.8 | -0.8 |
| 16 | CCS(=O)(=O)Nc1cccc(C(=C2CCCCC2)c2cnc[nH]2)c1 | 0.8 | 13.1 | 16.6 | -4.7 | 24.8 | -1.6 | 5.2 | -0.2 | -0.8 |

Following part:
#	SMILES	MIN6 prolif	APJ antag	tim10-1 inh	APJ ag	NALP3 yeast inh
25	Cc1ccc2c(c1)C1CN(C)CCC1N2S(=O)(=O)c1ccccc1 (configuration not stated)	-3.4	-3.3	7.3	7.7	0.3
26	CC(=NCc1ccc2c(c1)OCO2)c1c(O)[nH]c(=O)[nH]c1=O	2.0	-7.2	5.7	7.3	22.0
27	CCc1ccc(CNCCc2ccccc2F)cc1	-4.4	11.5	9.3	-2.7	26.5
28	CN1C(=O)C(Cc2ccsc2)C(=O)N(C)C1=O	6.0	5.8	4.3	-3.1	1.3
29	O=C1NC(=O)N(Cc2ccc(F)cc2)C(=O)/C1=C\C=C\c1ccco1	-0.5	-4.5	23.7	-2.3	16.7
30	COP(=O)(NS(=O)(=O)c1ccccc1)OC	0.4	-4.6	-10.1	-1.9	-23.6
31	COc1ccc(C(=O)CC2(CC(=O)c3ccc(OC)cc3)C(=O)N(C)C(=O)N(C)C2=O)cc1	-1.4	4.2	15.7	1.2	15.9
32	CCCCn1c(N)c(C(=O)NCCN2CCOCC2)c2nc3ccccc3nc21	0.2	8.6	23.7	-8.6	12.2
33	Cn1c(C(=O)N2CCC(C(=O)N3CCC4(CC3)OCCO4)CC2)cc2sccc21	-2.9	10.0	-9.9	-2.9	17.3
34	NCCc1ccc(O)cc1	-4.3	19.7	6.7	-4.0	19.9
35	c1ccc(-n2ccnc2)cc1	-1.1	-0.4	-8.9	-2.1	-0.2
36	c1ccc2c(c1)OCC(C1=NCCN1)O2 (configuration not stated)	5.5	20.6	5.2	-8.0	29.2

#	MPTP inh	TIM10 inh	tim23-1 inh	GRIN3A LBD mod
25	-0.8	3.0	-3.2	-1.6
26	1.8	1.7	13.9	-0.6
27	1.0	-8.4	-1.2	0.1
28	-0.4	-0.5	5.9	1.4
29	0.7	11.4	23.5	1.5
30	0.1	-26.8	-2.2	-1.3
31	0.4	-4.0	0.3	1.5
32	-0.8	17.5	23.8	-2.1
33	-0.5	1.3	-10.1	2.1
34	2.4	1.3	6.1	-1.9
35	0.6	-2.7	-5.6	-0.8
36	-0.9	2.5	4.5	-4.2

(cont.)
#	SMILES	MIN6 prolif	APJ antag	tim10-1 inh	APJ ag	NALP3 yeast inh
37	Cc1ccc(-n2c(C)nc3ccccc3c2=O)cc1C	-1.8	1.5	15.2	-2.6	7.2
38	Cc1cc(OC(=O)CCNC(=O)OC(C)(C)C)c2c3c(c(=O)oc2c1)CCC3	-2.4	12.8	44.7*	-1.5	-66.2
39	CCC(=NCCc1c[nH]c2ccccc12)c1c(O)n(-c2ccc(C)cc2)c(=O)[nH]c1=O	0.0	-8.7	19.5	0.4	13.6
40	COc1ccc(-c2cc(C(F)(F)F)n3nc(C(=O)N4CCC5(CC4)OCCO5)cc3n2)cc1OC	-0.4	13.3	30.0	-2.6	-1.3
41	O=C(O)Cn1cc(/C=C2\C(=O)NC(=O)N(c3ccc(Cl)cc3)C2=O)c2ccccc21	1.6	0.9	7.2	-3.3	9.7
42	c1cncc(CNC2=NCCCCC2)c1	-2.4	1.9	4.7	2.1	16.9
43	O=C(CCCN1CCC(n2c(=O)[nH]c3ccccc32)CC1)c1ccc(F)cc1	-2.8	11.5	-19.7	0.9	14.8
44	CCOC(=O)c1c(C)n(Cc2ccccc2)c2ccc(OCC(O)CNC(C)(C)C)cc12 (configuration not stated)	-6.4	3.4	23.0	-1.5	19.8
45	CCOCCN1CCN(c2nnc3n2-c2ccc(Cl)cc2C(c2ccccc2Cl)=NC3)CC1	-0.4	13.4	12.8	-0.6	9.0
46	COc1cccc(CNCCc2ccc(F)cc2)c1	1.0	13.5	-1.2	-3.9	5.6
47	COC/C=C1\CN2C3C[C@@H]1[C@H]1COC4=Nc5cc(OC)c(OC)c(OC)c5[C@@]43C[C@@H]12	1.9	8.2	2.7	-3.1	11.9
48	CCCCn1c(O)c(C(C)=NCC2CCCO2)c(=O)[nH]c1=O (configuration not stated)	-3.1	9.7	12.3	-2.3	11.7

#	MPTP inh	TIM10 inh	tim23-1 inh	GRIN3A LBD mod
37	1.0	4.6	11.2	-0.3
38	4.7	18.4	35.1	3.5
39	-0.5	-13.4	7.7	-1.0
40	0.7	15.7	18.0	-0.6
41	0.2	14.1	2.6	8.4
42	-1.0	-1.3	3.6	-0.9
43	-0.5	-16.8	-13.3	0.6
44	-0.9	1.4	8.7	-6.0
45	-1.8	3.1	2.1	-3.2
46	-1.0	4.8	0.7	1.1
47	0.0	-7.6	6.5	0.8
48	3.1	-4.4	3.2	1.2

Other entries.
#	SMILES	MIN6 prolif	APJ antag	tim10-1 inh	APJ ag	NALP3 yeast inh
49	Cc1ccccc1-n1c(O)c(C=NCCN2CCOCC2)c(=O)[nH]c1=O	-0.7	19.8	-7.3	-2.5	29.9
50	O=C(NC1CCCCC1)N1C[C@H]2C[C@@H](C1)c1cccc(=O)n1C2	1.3	12.8	-1.4	0.9	12.2
51	Cc1ccccc1CN1CCNCC1	3.3	-12.1	18.6	-2.5	3.9
52	CC(=O)OC(C)(C)/C=C/C(=O)[C@](C)(O)C1[C@H](O)C[C@@]2(C)C3CC=C4C(C[C@H](O)C(=O)C4(C)C)[C@]3(C)C(=O)C[C@]12C (some centres not stated)	0.5	17.8	7.4	1.6	14.9

#	MPTP inh	TIM10 inh	tim23-1 inh	GRIN3A LBD mod
49	0.8	7.6	-5.0	-2.5
50	0.1	-1.3	-0.3	0.1
51	0.0	12.4	12.4	-1.4
52	-0.8	0.7	13.7	1.0

Some of the compounds tested; count on the stated rates, not on these rows.
